OXTR agonist: human OXTR agonists, primary screen, fluorescence, CHO-OTR cells, Fluo-8 calcium | Fluo-8 calcium fluorescence; normalized: DMSO 0%, oxytocin 100% | activation, % at 3 µM | AID 2435, 2010 | actives 0.32% (n = 320,000) | Oxytocin receptor (Homo sapiens), P30559;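 active = activation above the mean of all tested compounds plus 3 SD, cutoff set per screening run, cut at about 20% in these data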;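 note: peak over basal fluorescence ratio from a 100 s FLIPR kinetic read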
Target sequence (P30559 whole entry, looked up): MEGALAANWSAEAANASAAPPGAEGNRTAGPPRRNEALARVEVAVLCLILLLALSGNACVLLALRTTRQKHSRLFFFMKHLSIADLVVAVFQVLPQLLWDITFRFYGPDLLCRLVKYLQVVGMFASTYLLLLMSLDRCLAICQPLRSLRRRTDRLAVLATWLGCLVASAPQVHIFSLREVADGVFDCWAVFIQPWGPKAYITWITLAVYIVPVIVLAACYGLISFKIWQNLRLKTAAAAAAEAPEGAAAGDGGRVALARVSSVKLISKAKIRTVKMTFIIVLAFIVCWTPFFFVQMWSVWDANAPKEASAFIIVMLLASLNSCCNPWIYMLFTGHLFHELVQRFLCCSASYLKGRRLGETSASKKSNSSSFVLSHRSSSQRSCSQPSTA
M18AAP inhibitor: PfM18AAP inhibitors, malaria aminopeptidase, primary screen, biochemical, QFRET, recombinant enzyme. actives 1.2% (n = 290,000). AID 1822, 2009. H-Glu-NHMec fluorogenic cleavage. inhibition, % at 7.35 µM;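 active = inhibition above the campaign mean inhibition over all tested compounds plus 3 SD, cut at about 28% in these data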;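 note: 0% = plate median of test compound wells and 100% = 2 mM ZnCl2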
V1R ag counter: agonists of human V1a receptor, primary screen, counter-screen for OXTR agonist project, fluorescence, CHO-V1R cells; Fluo-8 calcium fluorescence, agonist mode; 0% DMSO, 100% 3 nM vasopressin; activation, % at 3 µM; actives 0.25% (n = 320,000);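 active = activation above the mean activation of all tested compounds plus 3 SD, per screening run, cut at about 20% in these data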;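 note: signal is peak over basal fluorescence ratio across a 100 second FLIPR read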
Target sequence (P37288 whole entry, looked up): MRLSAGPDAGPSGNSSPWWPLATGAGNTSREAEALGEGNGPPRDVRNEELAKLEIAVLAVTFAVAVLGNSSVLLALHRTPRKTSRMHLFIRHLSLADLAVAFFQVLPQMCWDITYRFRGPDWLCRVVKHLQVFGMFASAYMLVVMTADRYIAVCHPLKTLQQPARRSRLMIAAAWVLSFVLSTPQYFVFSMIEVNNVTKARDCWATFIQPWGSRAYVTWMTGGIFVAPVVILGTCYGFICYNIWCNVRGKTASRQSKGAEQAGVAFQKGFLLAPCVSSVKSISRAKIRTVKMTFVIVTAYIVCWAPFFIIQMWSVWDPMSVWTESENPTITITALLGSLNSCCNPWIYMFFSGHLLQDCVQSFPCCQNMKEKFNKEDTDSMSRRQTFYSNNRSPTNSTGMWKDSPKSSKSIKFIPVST
NALP1 yeast inh: NALP1 inflammasome inhibitors in reconstituted yeast, colorimetric, S. cerevisiae, triplicate retest; S. cerevisiae NALP1/ASC/caspase-1 growth, X-gal OD620, 72 h; inhibition, % at 10 µM; actives 0.61% (n = 280,000); AID 2071, 2009; in the data active = inhibition mostly above about 24%, no sharp cut-off; inactive = mostly below about 32%; note: some compounds called inactive have numbers as strong as hits
MEKK2wt PB1 HTS: modulators of MEK5 binding to wildtype MEKK2, primary screen, biochemical, multiplex bead flow cytometry, Alexa488-MEK5; binding response (% of control), % at 10 µM; Alexa488-MEK5 binding to MEKK2 WT; actives lie on both sides; AID 1531, 2009; actives 1.1% (n = 290,000); Mitogen-activated protein kinase kinase kinase 2 (Homo sapiens), Q9Y2U5; in the data active = binding response below about 67% or above about 130%
OXTR potentiator: human OXTR potentiators, primary screen, fluorescence, CHO-OTR cells, Fluo-8 calcium | Oxytocin receptor (Homo sapiens), P30559 | Fluo-8 calcium fluorescence, potentiator mode; 0% = oxytocin EC15, 100% = EC100 | activation, % at 3 µM | actives 0.061% (n = 320,000) | AID 2445, 2010;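 active = activation above that plate's cutoff, the mean activation of tested compounds plus 3 SD, cut at about 6.6% in these data, passing the limit was not always enough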;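 note: 100% uses oxytocin at 75 nM as the full agonist control; some results filed as inactive read as strong as hits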
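Assay system: CHO cell line stably expressing human OTR. Reagent: EC15 oxytocin agonist. Dosing: single dose, 3.0 µM nominal final compound concentration. Timing: compound 6 min at room temperature before oxytocin, 100 s read. Signal: kinetic Fluo-8 calcium fluorescence. Controls: oxytocin EC15 low and EC100 high.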
GalR3 antagonist: GalR3 antagonists in HEK293 cells, primary screen, cell-based, fluorescence readout | HEK293 GalR3-CNG cAMP membrane potential fluorescence; galR3 body fused to GalR1 C-terminus | actives 0.44% (n = 360,000) | inhibition, % at 3 µM | Galanin receptor type 3 (Homo sapiens), O60755;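 active = inhibition above the screen-wide average plus 3 SD, cut at about 13% in these data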;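 note: forskolin and galanin both at EC90 stimulate the cells; cAMP rise reported by CNG channel membrane potential dye signal; 0% = forskolin plus galanin with DMSO and 100% = forskolin alone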
Target sequence (O60755 1-299 limits assumed): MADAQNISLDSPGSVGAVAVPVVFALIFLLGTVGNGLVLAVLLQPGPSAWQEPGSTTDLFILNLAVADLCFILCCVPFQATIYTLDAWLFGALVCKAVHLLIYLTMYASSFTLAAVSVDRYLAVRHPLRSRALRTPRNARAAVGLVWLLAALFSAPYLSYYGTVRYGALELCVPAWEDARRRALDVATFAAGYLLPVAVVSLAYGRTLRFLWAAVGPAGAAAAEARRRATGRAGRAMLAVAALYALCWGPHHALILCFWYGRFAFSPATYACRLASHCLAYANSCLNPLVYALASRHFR
GPR7 antagonist: GPR7 receptor antagonists, primary screen, cell-based, fluorescence, single concentration | Neuropeptides B/W receptor type 1 (Homo sapiens), P48145 | GPR7-expressing cells, fluorescence antagonist assay | inhibition, % at 4.4 µM | actives 1.1% (n = 290,000) | AID 1861, 2009; in the data active = inhibition above about 16%, passing the limit was not always enough;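 note: cells stimulated with the agonist NPW; 0% = agonist with vehicle and 100% = vehicle without agonist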
MEKK2mut PB1 HTS: MEK5 binding signal on mutant MEKK2 PB1, primary screen, biochemical, multiplex bead flow cytometry, Alexa488-MEK5. Alexa488-MEK5 binding to MEKK2 mutant. percent response, % at 10 µM. actives 0.35% (n = 290,000); in the data active = percent response above about 24%, passing the limit was not always enough; note: inactives centre near 1; some results filed as inactive read as strong as hits
Starred values were filed as active, the others as inactive; / = no result given.

SMILES	OXTR agonist	M18AAP inhibitor	V1R ag counter	NALP1 yeast inh	MEKK2wt PB1 HTS	OXTR potentiator	GalR3 antagonist	GPR7 antagonist	MEKK2mut PB1 HTS
CCOc1cc(C2C(C#N)=C(N)SC(N)=C2C#N)ccc1OCCN1CCOCC1	0.4	10	1.0	-40	99	1	-3	0	-3
O=C(C1CCOCC1)N1CCCC(N2CCN(c3cccc(Cl)c3)CC2)C1 (configuration not stated)	-0.7	1	0.1	4	98	-17	-7	-11	4
Cc1ccc(C(=O)NNC(=O)c2cccnc2SCc2cccc([N+](=O)[O-])c2)cc1	-0.6	0	1.7	14	101	-4	4	-8	0
CCN1C(=O)/C(=C\N2CCN(c3ccccc3)CC2)SC1=S	1.9	-2	2.2	15	102	-6	-2	-7	2
Cc1cccc(CCN2CCN=C2N(C)C)c1	-0.5	/	0.0	/	/	-3	0	/	/
CCN(C(=O)Cn1nc(C)c([N+](=O)[O-])c1C)c1c(N)n(Cc2ccccc2)c(=O)[nH]c1=O	0.7	/	-0.7	/	/	-2	-2	/	/
CCCN1CN(Cc2ccccc2)CNC1=S	-0.6	-8	2.0	14	95	-3	-3	-9	-3
COc1ccc(CNC(=O)c2cnc3scc(C)n3c2=O)cc1	0.9	2	0.2	/	98	-5	0	4	-5
Cc1ccc(C)c(N2CCN(CCCNC(=O)Cn3cccc3C(=O)c3ccccc3)CC2)c1	8.1	1	4.9	3	176*	-13	4	-3	45
O=C(COc1ccc(S(=O)(=O)NCc2ccccc2)cc1)NCc1cccnc1	/	2	/	18	98	/	-7	-6	-4
CCc1nc2ccccc2n1CC(=O)Nc1cc(C)on1	0.4	2	-0.9	11	101	-4	-2	-17	-4
O=C(/C=C/c1cccs1)NCc1cccs1	-3.0	/	-1.0	/	/	1	-6	/	/
CC(=O)COC(=O)C1CC(=O)N(c2ccc(C)c(C)c2)C1 (configuration not stated)	1.0	1	0.1	-14	84	4	5	1	-12
O=C(Cc1c(F)cccc1Cl)OCN1C(=O)c2ccccc2C1=O	-0.6	4	-0.1	23	101	-7	-6	-11	-4
COc1ccc(C(=O)O)cc1NC(=S)NC(=O)C(c1ccccc1)c1ccccc1	1.4	-6	1.5	6	98	-5	0	12	3
CC(C(=O)NC1CCS(=O)(=O)C1)N1C(=O)/C(=C/c2ccc(Cl)cc2)SC1=S (configuration not stated)	3.6	12	7.5	-6	101	-11	1	14	3
COc1ccc(C2NC(=O)C(C#N)=C(S)N2c2cccc(C)c2)cc1OC (configuration not stated)	-1.0	5	0.6	-7	101	-12	-5	-3	-5
CCCN(C(=O)CSc1ncnc2sccc12)c1c(N)n(Cc2ccccc2)c(=O)[nH]c1=O	0.4	/	-0.1	/	/	-4	4	/	/
COc1ccc(NC(=O)CC(C)CC(=O)NCc2ccccc2)c(OC)c1 (configuration not stated)	-0.8	2	0.9	-5	97	4	-9	-3	5
CC(=O)Nc1ccc(Oc2ccc(S(=O)(=O)N3CCCC3)cn2)cc1	2.1	/	0.5	/	/	0	-7	/	/
Fc1ccc(CNC(=S)NC2CCCC2)cc1	-0.3	4	0.1	13	102	-7	-7	-8	-1
O=c1[nH]c(N/N=C/c2cc3c(cc2[N+](=O)[O-])OCO3)nc2ccccc12	-0.6	1	0.0	1	102	0	2	-6	1
CCn1c(SCC(=O)NCc2ccco2)nc2c(c1=O)SC(C)C2 (configuration not stated)	-1.5	-6	0.3	11	109	-11	-4	-6	12
COc1ccc(CCN(C)S(=O)(=O)c2ccc(Cl)nc2)cc1OC	3.3	-2	3.7	12	104	-7	-3	-3	1
CC(=C/C(=O)O)/C(=C/c1ccccc1)C(=O)O	0.5	-5	1.2	30	109	-9	2	-2	0
COc1ccccc1NS(=O)(=O)c1cccc(C(=O)NCC(c2ccc(F)cc2)N2CCOCC2)c1 (configuration not stated)	-1.6	/	0.1	/	/	-1	-5	/	/
COc1ccc(N=C2SC(CC(=O)Nc3ccccc3)C(=O)N2Cc2ccccn2)cc1 (configuration not stated)	1.8	-9	0.5	18	93	-17	-4	2	-1
COc1ccc(NS(=O)(=O)c2ccc3oc(=O)ccc3c2)cc1	3.0	-1	3.8	-13	113	-9	-11	-7	2
Cc1ccc(OCC(=O)c2ccc(Cl)s2)c([N+](=O)[O-])n1	-0.9	24	-0.4	20	97	0	-2	-7	-2
COc1ccc(NC(=O)CSc2nnc(-c3ccco3)c(-c3ccco3)n2)cc1OC	-0.6	31*	0.1	5	99	-16	-9	5	-7
C=CCOc1ccc(/C=N/NC(=O)CC(=O)NC2CCCCC2)cc1	-0.7	3	-0.2	-6	98	2	-7	-17	0
Cc1c(N=CN2CCOCC2)c(=O)n(C)c(=O)n1C	0.9	-1	0.9	/	109	-5	3	26	11
Cn1cnnc1SCC(=O)c1c(N)n(Cc2ccccc2)c(=O)n(C)c1=O	-0.1	1	0.8	13	106	-7	2	-12	-3
CC1=C(C(=O)Nc2ccccc2)C(c2ccc(N(C)C)cc2)NC(=O)N1 (configuration not stated)	0.3	24	1.6	5	93	-2	-2	7	0
COC(=O)CSc1ncnc2c1cnn2-c1ccc(C)cc1C	-1.3	-8	-0.1	2	102	-3	2	-11	2
O=C(NCc1ccccn1)c1ccc2c(=O)n3nc(Nc4ccccc4)sc3nc2c1	-1.1	-3	-0.7	22	99	-7	-2	-9	-1
COc1cc(C(=O)OCC(=O)NCCC2=CCCCC2)ccc1OCC(C)C	-2.2	/	-1.4	/	/	-7	-2	/	/
CCN(c1ccccc1)S(=O)(=O)c1ccc(C(=O)NCC(=O)Nc2ccc(F)c(F)c2F)cc1	3.1	/	5.1	/	/	-12	-4	/	/
O=C(Cn1cnc2scc(-c3ccccc3)c2c1=O)N1CCOCC1	0.3	-1	-0.3	3	92	-6	0	-10	-7
COC(=O)COc1ccc(S(=O)(=O)N2CCCCC2)cc1[N+](=O)[O-]	0.2	-14	-0.2	13	115	-5	-6	-8	13

Exported with two lines to a compound: part of the list above.
Values run as follows: OXTR agonist | M18AAP inhibitor | V1R ag counter | NALP1 yeast inh | MEKK2wt PB1 HTS | OXTR potentiator | GalR3 antagonist | GPR7 antagonist | MEKK2mut PB1 HTS
> C=CCOc1ccc(/C=N/NC(=O)CC(=O)NC2CCCCC2)cc1
    -0.7 | 3 | -0.2 | -6 | 98 | 2 | -7 | -17 | 0
> Cc1c(N=CN2CCOCC2)c(=O)n(C)c(=O)n1C
    0.9 | -1 | 0.9 | / | 109 | -5 | 3 | 26 | 11
> Cn1cnnc1SCC(=O)c1c(N)n(Cc2ccccc2)c(=O)n(C)c1=O
    -0.1 | 1 | 0.8 | 13 | 106 | -7 | 2 | -12 | -3
> CC1=C(C(=O)Nc2ccccc2)C(c2ccc(N(C)C)cc2)NC(=O)N1 (configuration not stated)
    0.3 | 24 | 1.6 | 5 | 93 | -2 | -2 | 7 | 0

(listing goes on)
SMILES	OXTR agonist	M18AAP inhibitor	V1R ag counter	NALP1 yeast inh	MEKK2wt PB1 HTS	OXTR potentiator	GalR3 antagonist	GPR7 antagonist	MEKK2mut PB1 HTS
Cn1ccnc1SCC(=O)c1c[nH]c2ccccc12	0.4	3	0.5	5	94	-2	-7	-4	-2
Cc1cc(C)cc(NC(=O)CCN2C(=O)c3ccccc3S2(=O)=O)c1	-1.6	-2	-1.2	19	101	-4	/	4	1
Cc1c(C(=O)O)cccc1-c1ccc(/C=C2\SC(=O)NC2=O)o1	0.1	21	-1.0	15	103	-9	-9	5	1
CC1CC(C)CN(CCCNC(=O)c2csc3c2CCCCC3)C1 (configuration not stated)	1.6	-10	2.4	21	105	0	-5	5	7
O=S(=O)(c1ccc(Cl)s1)N1CCN(C/C=C/c2ccccc2)CC1	0.6	8	1.1	25	100	-7	-3	1	3
CCN(CC)CCOc1ccc(Br)cc1	1.8	-3	0.6	24	96	-1	0	-5	0
CCC(C)NC(=O)c1csc2c1CCCCC2 (configuration not stated)	-1.8	-6	-1.5	7	100	-7	0	-1	0
CC(C)Cn1c(-c2cc([N+](=O)[O-])ccc2Cl)nc2c1c(=O)[nH]c(=O)n2Cc1ccccc1	-2.1	2	-1.3	13	91	3	3	-7	14
C/C(=N\NC(=O)c1cc2ccccc2cc1O)c1ccc(C)o1	-0.6	0	0.0	6	102	-9	1	14	4
CCOC(=O)C1CCCN(Cc2nc3ccc([N+](=O)[O-])cc3c(=O)n2-c2ccc(OC)cc2OC)C1 (configuration not stated)	-1.0	2	-1.2	9	101	5	-2	-8	6
CC1=NN(C(N)=S)C(=O)C1N=Nc1c(Cl)cc([N+](=O)[O-])cc1Cl (configuration not stated)	3.9	8	7.9	0	104	-11	-7	-20	5
Nc1ncc(Br)cc1S(=O)(=O)NCCC(=O)N1CCN(c2ncccn2)CC1	-0.2	9	1.8	6	105	0	-2	-18	2
CCN(CCC(=O)O)c1ccccc1	0.5	12	0.8	12	101	-4	-4	-7	4
CCC(C)NC(=S)N(Cc1cc2cc(C)ccc2n2nnnc12)CC(C)(C)NC(C)C (configuration not stated)	0.4	2	-1.4	-13	118	3	8	-4	13
COc1ccccc1N1CCN(c2cc(C)nc3nc(C)nn23)CC1	-1.0	2	-0.3	29	89	3	-1	-4	-3
Cc1ccc(-c2nnc(Cc3ccc(Cl)cc3)o2)cc1	-1.2	2	0.1	-1	103	-11	-1	-17	3
CCOc1ccc2c3c(c(=O)oc2c1OCC)CCCC3	-2.0	5	-1.4	-2	107	-6	3	-8	3
O=C1C(=O)N(CCOCCO)C(c2ccccn2)/C1=C(\O)c1ccccc1 (configuration not stated)	1.4	9	1.1	10	106	-2	3	-1	2
CN(Cc1ccccc1)S(=O)(=O)c1ccc2c(c1)n(C)c(=O)c(=O)n2C	0.0	2	-0.4	28	120	-4	-4	-9	32
Brc1cc2c(cc1/C=N/Nc1nc(N3CCCC3)nc(N3CCOCC3)n1)OCO2	-1.8	1	-0.7	-2	106	-10	-2	-19	3
CC(=O)c1ccc(NC(=S)N2CCN(CCN3C(=O)c4cccc5cccc(c45)C3=O)CC2)cc1	-0.4	2	-0.3	20	95	-3	-2	-2	10
Cn1nnc2cc(C(=O)NCc3ccc4c(c3)OCO4)ccc21	-0.2	-7	7.6	-3	102	-14	-4	8	3
Cc1[nH]n(-c2ccccc2)c(=O)c1C=Nc1ccc(S(N)(=O)=O)cc1	0.1	-4	-1.0	/	98	-1	-6	-9	-1
Cc1nn(C)c(C)c1CN(C)C(=O)c1cc2n(n1)C(C(F)(F)F)CC(c1cccs1)N2 (configuration not stated)	5.1	-3	5.6	-13	98	-20	-5	0	-5
CCOC(=O)c1c(C)oc2c1c(C=NC1CCS(=O)(=O)C1)c(O)c1ccccc12 (configuration not stated)	-0.6	-1	0.2	-10	/	8	-9	-23	/
FC(F)(F)c1ccccc1NC(=S)N1CCN(Cc2ccc3c(c2)OCO3)CC1	0.8	6	0.0	7	95	-3	-8	11	-7
CC(=O)c1cccc(CN2CCC(CO)(CCCc3ccccc3)CC2)c1	2.4	-2	0.1	-5	107	5	-5	-10	6
